Rv3671c inh = Rv3671c serine protease inhibitors, primary screen, biochemical, fluorescence polarization, M. tuberculosis H37Rv. P9WHR9. inhibition, % at 5.96 µM. 320,000 compounds, 0.048% hits. AID 2606, 2010; in the data active = inhibition above about 38%;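 note: extracellular domain of Rv3671c used as enzyme; 0% = enzyme with DMSO and 100% = no enzyme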
CCHF vOTU inh = CCHFV vOTU protease inhibitors, primary screen, biochemical, Pep-AMC substrate, fluorescence | AID 651958, 2012 | 370,000 compounds, 0.55% hits | inhibition, % at 11.5 µM | Crimean-Congo hemorrhagic fever virus L polyprotein viral ovarian tumor (vOTU) protease …; in the data active = inhibition above about 30%; note: 0% = vehicle wells with enzyme and 100% = no enzyme wells
MazEF act = activators of E. coli MazEF toxin-antitoxin RNase, primary screen, biochemical, fluorescence, uHTS; Endoribonuclease toxin MazF (Escherichia coli (strain K12)), P0AE70; FAM/BHQ RNA-DNA oligo cleavage fluorescence, 5 h; activation, % at 20 µM; 350,000 compounds, 0.32% hits; AID 504720, 2011; in the data active = activation above about 50%
PrPC TRFRET = inhibitors of human cell surface prion protein PrPC, primary screen, cell-based, TR-FRET. Major prion protein (Homo sapiens), P04156. TR-FRET read-out. inhibition, % at 13.8 µM. 370,000 compounds, 0.43% hits; in the data active = inhibition above about 24%; note: 0% = median of the test wells and 100% = reference compound wells
SSB-PriA inh = inhibitors of Klebsiella pneumoniae PriA binding to SSB C-terminal tail, primary screen, biochemical, AlphaScreen. AlphaScreen SSBct-PriA binding, biotinylated peptide. inhibition, % at 33 µM. AID 1272365, 2023. 430,000 compounds, 0.6% hits; in the data active = inhibition mostly above about 37%, no sharp cut-off; inactive = mostly below about 20%;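 note: plate controls were negative control peptide for no effect and reference peptide for full effect; strong numbers were not always called active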
3CLpro inhibitor = SARS-CoV 3CLpro protease inhibitors, primary screen, biochemical, quenched FRET; Replicase polyprotein 1ab (Severe acute respiratory syndrome coronavirus), P0C6X7; recombinant SARS-CoV 3CLpro, quenched FRET peptide cleavage; inhibition, % at 6 µM; 290,000 compounds, 0.14% hits; AID 1706, 2009; in the data active = inhibition above about 12%
TcdB inh = TcdB glycohydrolase inhibitors, primary screen, biochemical, single point, plate reader. Toxin B (Clostridioides difficile), P18177. TcdB glycohydrolase enzymatic assay. inhibition, % at 9.99 µM. 350,000 compounds, 0.24% hits. AID 652162, 2013; in the data active = inhibition above about 10%
Target sequence (P18177 whole entry, looked up): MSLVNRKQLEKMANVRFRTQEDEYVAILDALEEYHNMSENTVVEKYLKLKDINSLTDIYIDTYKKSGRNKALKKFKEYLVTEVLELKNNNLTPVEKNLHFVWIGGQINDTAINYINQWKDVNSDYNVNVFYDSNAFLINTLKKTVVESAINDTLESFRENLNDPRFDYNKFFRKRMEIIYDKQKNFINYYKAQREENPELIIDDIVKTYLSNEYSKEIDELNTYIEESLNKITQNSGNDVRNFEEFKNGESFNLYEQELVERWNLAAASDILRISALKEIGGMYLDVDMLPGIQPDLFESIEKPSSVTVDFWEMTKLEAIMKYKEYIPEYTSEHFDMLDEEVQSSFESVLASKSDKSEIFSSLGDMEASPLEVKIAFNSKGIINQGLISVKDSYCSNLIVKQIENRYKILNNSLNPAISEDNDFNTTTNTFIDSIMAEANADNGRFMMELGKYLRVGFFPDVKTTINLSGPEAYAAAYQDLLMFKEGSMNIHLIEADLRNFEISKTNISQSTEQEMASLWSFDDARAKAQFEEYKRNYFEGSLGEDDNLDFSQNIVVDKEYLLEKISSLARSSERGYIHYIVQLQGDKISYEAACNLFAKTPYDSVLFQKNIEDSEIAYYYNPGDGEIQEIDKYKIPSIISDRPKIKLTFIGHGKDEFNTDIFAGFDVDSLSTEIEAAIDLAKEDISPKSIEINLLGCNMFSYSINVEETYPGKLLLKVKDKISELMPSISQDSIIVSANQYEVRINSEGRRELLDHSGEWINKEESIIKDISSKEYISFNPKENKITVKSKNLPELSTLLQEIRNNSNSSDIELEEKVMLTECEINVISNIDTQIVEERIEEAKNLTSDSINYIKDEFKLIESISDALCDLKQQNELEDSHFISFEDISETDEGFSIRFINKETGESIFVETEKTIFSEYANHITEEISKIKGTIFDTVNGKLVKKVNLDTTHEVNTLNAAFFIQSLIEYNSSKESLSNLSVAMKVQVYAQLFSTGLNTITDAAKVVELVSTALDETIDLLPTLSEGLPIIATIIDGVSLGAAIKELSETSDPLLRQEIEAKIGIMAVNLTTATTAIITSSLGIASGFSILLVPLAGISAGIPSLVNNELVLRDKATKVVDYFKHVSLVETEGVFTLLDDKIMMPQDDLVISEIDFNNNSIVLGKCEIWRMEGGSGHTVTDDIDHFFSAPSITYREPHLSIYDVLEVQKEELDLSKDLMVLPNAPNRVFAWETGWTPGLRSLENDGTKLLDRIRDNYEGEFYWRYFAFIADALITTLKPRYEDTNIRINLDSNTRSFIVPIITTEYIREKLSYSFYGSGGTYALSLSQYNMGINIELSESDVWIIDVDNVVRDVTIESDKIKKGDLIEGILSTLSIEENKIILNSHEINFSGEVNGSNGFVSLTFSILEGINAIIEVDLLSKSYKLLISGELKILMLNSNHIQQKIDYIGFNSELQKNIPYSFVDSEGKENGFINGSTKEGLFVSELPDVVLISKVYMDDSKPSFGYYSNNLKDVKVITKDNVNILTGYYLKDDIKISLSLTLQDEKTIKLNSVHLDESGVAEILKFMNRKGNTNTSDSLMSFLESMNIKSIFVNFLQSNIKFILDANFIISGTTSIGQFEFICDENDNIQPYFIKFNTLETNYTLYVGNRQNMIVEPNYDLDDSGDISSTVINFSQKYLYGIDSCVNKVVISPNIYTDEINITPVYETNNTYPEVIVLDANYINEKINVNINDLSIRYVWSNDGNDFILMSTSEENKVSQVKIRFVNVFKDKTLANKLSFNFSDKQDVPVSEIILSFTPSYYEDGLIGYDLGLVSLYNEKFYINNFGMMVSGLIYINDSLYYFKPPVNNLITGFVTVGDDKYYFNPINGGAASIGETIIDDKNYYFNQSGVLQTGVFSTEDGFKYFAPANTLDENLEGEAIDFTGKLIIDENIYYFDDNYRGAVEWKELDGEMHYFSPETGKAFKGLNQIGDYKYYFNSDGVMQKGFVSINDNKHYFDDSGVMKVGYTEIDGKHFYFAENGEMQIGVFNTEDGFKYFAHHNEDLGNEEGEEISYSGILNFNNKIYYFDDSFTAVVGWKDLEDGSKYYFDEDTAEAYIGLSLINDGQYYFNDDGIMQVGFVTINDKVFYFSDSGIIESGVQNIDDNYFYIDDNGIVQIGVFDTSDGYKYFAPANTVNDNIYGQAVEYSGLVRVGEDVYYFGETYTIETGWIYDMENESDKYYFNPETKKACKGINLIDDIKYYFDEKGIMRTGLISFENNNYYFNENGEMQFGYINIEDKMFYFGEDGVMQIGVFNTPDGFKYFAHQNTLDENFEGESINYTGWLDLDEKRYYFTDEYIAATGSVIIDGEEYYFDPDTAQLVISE
VHR inh abs = VHR1 phosphatase inhibitors, primary screen, biochemical, absorbance, uHTS; Dual specificity protein phosphatase 3 (Homo sapiens), P51452; recombinant VHR phosphatase, pNPP absorbance; inhibition, % at 13.3 µM; 290,000 compounds, 0.52% hits; in the data active = inhibition above about 50%; note: some compounds called inactive have numbers as strong as hits
Y pestis TopoI = Yersinia pestis topoisomerase I inhibitors, primary screen, biochemical, cleavage product accumulation, plate reader, single point. AID 504884, 2011. 360,000 compounds, 0.064% hits. DNA topoisomerase I (Yersinia pestis CO92). activity, % at 10 µM. Y. pestis Topo-I cleavage product accumulation; in the data active = activity above about 50%, passing the limit was not always enough; note: inactives centre near 2
BH1578 lux ind = inducers of Vibrio cholerae quorum light production without autoinducers, primary screen, BH1578 luxS cqsA deficient, single point; V. cholerae BH1578 lux reporter, luminescence, 6 h; activation, % at 18.7 µM; 350,000 compounds, 0.16% hits; AID 588436, 2011; in the data active = activation mostly above about 9.7%, no sharp cut-off; note: not every result past the cut was called active; inactives centre near 0; reference of the scale not given here
* marks the source's active call; other numbers are inactive results; i = inactive; nt = no result given.

SMILES	Rv3671c inh	CCHF vOTU inh	MazEF act	PrPC TRFRET	SSB-PriA inh	3CLpro inhibitor	TcdB inh	VHR inh abs	Y pestis TopoI	BH1578 lux ind
CCCC1C2C(=O)N(c3ccc(OC)cc3)C(=O)C2ON1c1ccccc1 (stereo unspecified)	3	-9	-1	-6	-26	0	nt	37	4	i
CCc1ccccc1NC(=S)Nn1cnnc1	nt	-5	nt	2	nt	-2	1.3	34	-5	-0.4
CC1(C(=O)NS(=O)(=O)c2ccc3c(c2)CCO3)CCN1C(=O)Cc1ccc(-c2ccccc2)cc1 (stereo unspecified)	nt	11	nt	-2	nt	nt	0.7	nt	12	-0.9
Cn1c(SC(C(=O)Nc2ccc(F)cc2)c2ccccc2)nc2ccccc21 (stereo unspecified)	-20	7	-5	3	-3	1	0.4	7	0	0.4
COC(=O)/C=C/C(=O)Nc1ccc(O)c(Cl)c1	7	6	6	2	19	1	31*	-20	-13	-0.3
CC(=O)c1cccc(CN2CCCC(C(=O)c3ccc4c(c3)OCO4)C2)c1 (stereo unspecified)	-11	3	4	5	7	1	1.3	11	12	-0.3
CN(C)/C=C/C(=O)c1ccccc1OCc1cnc(Cl)s1	-2	7	4	8	-1	2	1.6	2	2	i
COc1ccc(NC(=O)Cn2c(=O)oc3cc(S(=O)(=O)N4CCCC4)ccc32)cc1	-1	-2	1	-1	-9	-1	-0.3	13	-13	-0.3
COc1ccc(C)cc1NC(=O)CCC(=O)Nc1nnc(C(F)(F)F)s1	3	16	0	0	-28	-2	nt	9	2	-0.6
CNS(=O)(=O)c1cccc(C(=O)NNC(=O)c2ccc(COc3ccccc3)cc2)c1	-1	0	7	11	-10	-4	-1.0	49	-7	-0.3
CCOc1ccc(-c2nc(-c3ccncc3)no2)cc1OCC	3	11	7	2	-18	0	3.0	11	-4	i
O=C(NCc1cccnc1)c1ccc([N+](=O)[O-])cc1	3	-6	8	-19	-8	1	0.8	22	-11	-0.2

Rewritten with two lines to a compound: entries from further up.
Second line of a record: Rv3671c inh | CCHF vOTU inh | MazEF act | PrPC TRFRET | SSB-PriA inh | 3CLpro inhibitor | TcdB inh | VHR inh abs | Y pestis TopoI | BH1578 lux ind
> CCc1ccccc1NC(=S)Nn1cnnc1
 : nt | -5 | nt | 2 | nt | -2 | 1.3 | 34 | -5 | -0.4
> CC1(C(=O)NS(=O)(=O)c2ccc3c(c2)CCO3)CCN1C(=O)Cc1ccc(-c2ccccc2)cc1 (stereo unspecified)
 : nt | 11 | nt | -2 | nt | nt | 0.7 | nt | 12 | -0.9
> Cn1c(SC(C(=O)Nc2ccc(F)cc2)c2ccccc2)nc2ccccc21 (stereo unspecified)
 : -20 | 7 | -5 | 3 | -3 | 1 | 0.4 | 7 | 0 | 0.4
> COC(=O)/C=C/C(=O)Nc1ccc(O)c(Cl)c1
 : 7 | 6 | 6 | 2 | 19 | 1 | 31* | -20 | -13 | -0.3
> CC(=O)c1cccc(CN2CCCC(C(=O)c3ccc4c(c3)OCO4)C2)c1 (stereo unspecified)
 : -11 | 3 | 4 | 5 | 7 | 1 | 1.3 | 11 | 12 | -0.3
> CN(C)/C=C/C(=O)c1ccccc1OCc1cnc(Cl)s1
 : -2 | 7 | 4 | 8 | -1 | 2 | 1.6 | 2 | 2 | i
> COc1ccc(NC(=O)Cn2c(=O)oc3cc(S(=O)(=O)N4CCCC4)ccc32)cc1
 : -1 | -2 | 1 | -1 | -9 | -1 | -0.3 | 13 | -13 | -0.3
> COc1ccc(C)cc1NC(=O)CCC(=O)Nc1nnc(C(F)(F)F)s1
 : 3 | 16 | 0 | 0 | -28 | -2 | nt | 9 | 2 | -0.6
> CNS(=O)(=O)c1cccc(C(=O)NNC(=O)c2ccc(COc3ccccc3)cc2)c1
 : -1 | 0 | 7 | 11 | -10 | -4 | -1.0 | 49 | -7 | -0.3
> CCOc1ccc(-c2nc(-c3ccncc3)no2)cc1OCC
 : 3 | 11 | 7 | 2 | -18 | 0 | 3.0 | 11 | -4 | i
> O=C(NCc1cccnc1)c1ccc([N+](=O)[O-])cc1
 : 3 | -6 | 8 | -19 | -8 | 1 | 0.8 | 22 | -11 | -0.2

(more compounds)
SMILES	Rv3671c inh	CCHF vOTU inh	MazEF act	PrPC TRFRET	SSB-PriA inh	3CLpro inhibitor	TcdB inh	VHR inh abs	Y pestis TopoI	BH1578 lux ind
Cc1cc(C(F)(F)F)nc(SCC(=O)Nc2nccs2)n1	-3	-4	3	1	0	-3	-2.0	31	1	i
CNC(=O)Nc1ccccc1F	-7	4	-8	1	-15	3	nt	-1	8	i
Cc1ccc2c(c1)C(c1ccccc1)C(=O)O2 (stereo unspecified)	9	-5	-9	0	-18	-3	0.1	10	-7	i
CCC(CC)C1C(C#N)=C(N)Oc2n[nH]c(-c3ccccc3)c21 (stereo unspecified)	-117	19	-1	17	-9	5	nt	-2	-6	1.7
CC(=O)NC1=NN(C(C)=O)C(C)(c2ccc(C)o2)S1 (stereo unspecified)	-8	-4	2	-6	4	1	1.1	1	10	-0.5
COc1ccccc1NC(=S)N1CCC(NC(=O)c2ccco2)CC1	-6	1	2	-1	-2	-2	0.6	9	-5	i
COc1ccc(CSCC(=O)N/N=C/c2ccc(OCC(=O)NCc3ccco3)cc2)cc1	0	5	0	2	nt	4	nt	7	19	-1.0
O=C(CN1C(=O)COc2ccc(S(=O)(=O)N3CCCC3)cc21)Nc1cccc(F)c1	1	17	0	20	-11	2	-0.4	13	0	-1.7
CC(O)Cc1cn([C@@H](CCCCN)C(=O)N2CCNCC2)nn1 (stereo partly specified)	-10	5	8	5	-11	-2	-0.4	21	2	-2.1
Cc1cccc(C(=O)NCC(=O)OCC(=O)c2ccc(C)s2)c1	-2	-4	-6	9	3	nt	1.7	nt	2	-0.9
CC1(CCC(=O)N2CCCC(N3CCN(c4ccc(F)cc4)CC3)C2)CC1 (stereo unspecified)	-8	16	-3	-2	0	-2	1.1	18	10	i
Cc1cc(S(=O)(=O)Nc2ccc3cn[nH]c3c2)c(C)cc1Cl	-44	-8	5	15	2	-2	-1.7	11	3	-0.5
O=C(Nc1cc(Cl)cc(Cl)c1)C(c1ccccc1)N1CCCCC1 (stereo unspecified)	-16	-11	1	3	-18	-5	nt	-1	1	-0.4
CNc1cccc(-c2cccc(C(=O)N3CCOCC3)c2)n1	nt	-6	nt	5	nt	nt	0.3	nt	7	i
S=C(Cc1ccccc1)N1CCOCC1	nt	-5	0	0	2	nt	0.3	nt	-4	i
COC(=O)c1c(NC(=O)C2CC(C)=C(C)CC2C(=O)O)sc2c1CCCCC2 (stereo unspecified)	nt	12	-6	-2	-12	8	1.0	9	23	-5.0
O=C1NC(Cc2ccc(O)cc2)c2nc3ccc(Cl)cc3c(=O)n2-c2ccc(Cl)cc21 (stereo unspecified)	-4	-1	nt	1	nt	nt	1.2	nt	nt	nt
CC(C)(C)C(=O)Nc1nnc(SCC(=O)Nc2nccs2)s1	-2	7	-8	0	-6	-1	-0.2	8	-6	i
Cc1cc(NC(=O)c2ccc3c(c2)C(=O)N(c2cccc(C)c2C)C3=O)no1	-7	-2	3	-3	-5	3	0.3	8	-1	-0.1
CCc1ccc(N2CC(C)Cn3c2nc2c3c(=O)n(CCN3CCOCC3)c(=O)n2C)cc1 (stereo unspecified)	4	1	0	7	-6	6	nt	14	17	nt
CCC1(C)N=c2c(c(=O)n(C)c(=O)n2C)=NO1 (stereo unspecified)	-3	3	9	-5	-9	3	nt	27	3	-0.5
N#Cc1c2c(c(Nc3ccc(F)cc3)n3c1nc1ccccc13)CCCC2	nt	-15	7	3	-5	nt	-2.6	nt	-5	nt
CN1C(=O)CN=C(c2ccccc2Cl)c2cc(Br)ccc21	-7	4	10	-4	-17	-5	-0.4	-4	5	0.3
CN(NC(=O)c1ccccc1)c1ncc(C(F)(F)F)cc1Cl	-5	5	7	-7	-7	-2	1.6	6	-8	-0.6
CCN(CC(=O)Nc1c(F)cccc1F)C(=O)c1cc(S(=O)(=O)N(C)C)ccc1N1CCCC1	10	4	-9	8	0	nt	1.7	nt	-4	-4.8
O=C1OCCN1c1c(-c2ccccc2)c(N2CCOCC2)nc2ccccc12	-9	-7	5	-3	-6	nt	nt	nt	11	i
COc1ccc(-c2[nH]ncc2CN(C)Cc2cccnc2)c(OC)c1	2	0	-18	3	-4	2	-0.3	9	4	-0.5
CCOc1ccc(NC(=O)CC(c2ccccc2)c2ccc(F)cc2)cc1 (stereo unspecified)	-6	-9	1	2	-10	5	nt	11	1	-0.1
COc1ccc(S(=O)(=O)N2CCCCCC2)cc1C(=O)NCc1ccco1	3	17	-1	13	3	nt	0.8	nt	-14	-0.8
Cc1ccc(S(=O)(=O)C2(C(=O)N3CCCCC3C)CC2)cc1 (stereo unspecified)	-1	-10	-1	-2	-10	-1	2.7	28	-4	-0.4
Cc1cc(F)ccc1S(=O)(=O)Nc1ccccc1C(=O)NCc1cccnc1	2	-12	3	6	-11	-2	-1.5	2	-1	-0.3
O=C(O)CC1S/C(=N/N=C/C=C/c2ccccc2[N+](=O)[O-])NC1=O (stereo unspecified)	-4	29	6	-15	nt	0	nt	-4	-8	-0.8
COc1cc(CN2CCC(C)CC2)ccc1OCc1ccccc1	-3	0	11	10	-7	0	0.5	7	7	i
Cc1ccc(OCC(O)CNC2CCCC2)c(C)c1 (stereo unspecified)	nt	-4	6	-2	-17	0	1.8	-6	4	-0.3
O=C(Nc1nc2ccccc2s1)c1cccc(S(=O)(=O)N2CCc3ccccc32)c1	-167	-1	-9	13	-8	0	-3.6	15	-16	-0.4
N#Cc1c(Nc2ccccc2)c(/C=N/NCCO)c[nH]c1=O	1	3	-12	7	nt	0	-1.4	4	7	-0.4

Rewritten with two lines to a compound: part of the list above
Below each compound: Rv3671c inh, CCHF vOTU inh, MazEF act, PrPC TRFRET, SSB-PriA inh, 3CLpro inhibitor, TcdB inh, VHR inh abs, Y pestis TopoI, BH1578 lux ind
> COc1ccc(-c2[nH]ncc2CN(C)Cc2cccnc2)c(OC)c1
    2, 0, -18, 3, -4, 2, -0.3, 9, 4, -0.5
> CCOc1ccc(NC(=O)CC(c2ccccc2)c2ccc(F)cc2)cc1 (stereo unspecified)
    -6, -9, 1, 2, -10, 5, nt, 11, 1, -0.1

New compounds follow.
SMILES	Rv3671c inh	CCHF vOTU inh	MazEF act	PrPC TRFRET	SSB-PriA inh	3CLpro inhibitor	TcdB inh	VHR inh abs	Y pestis TopoI	BH1578 lux ind
O=C(Cc1ccc(Cl)cc1)NNS(=O)(=O)c1ccc([N+](=O)[O-])cc1	8	6	-14	-9	-6	4	nt	-8	-5	-0.2
COc1ccc(NC(=O)c2cnc(SC)n2-c2ccc(F)cc2)c(OC)c1	2	1	-4	-4	12	3	-0.8	14	11	-0.4
O=C(Cn1nc(C(F)F)cc1C(F)F)N/N=C/c1ccc2c(c1)OCO2	0	-7	8	9	nt	2	nt	27	5	-0.7
CCN(CC)c1ccc(NC(=O)c2cccnc2)cc1	10	4	-9	0	-17	-1	nt	25	-6	-0.8
Cc1cc(C)cc(N(C(=O)CNC(=O)c2cccs2)C(C(=O)NC2CCCC2)c2cccnc2)c1 (stereo unspecified)	5	15	-6	-9	-3	-1	nt	23	25	-5.0
O=C(CCn1c(=S)oc2ccccc21)Nc1ccccc1Br	9	-11	49	7	-13	0	0.1	-20	0	-0.6
N#Cc1nc(COc2ccc(F)cc2)oc1N1CCC(Cc2ccccc2)CC1	-6	6	-10	-2	-15	5	nt	-4	3	i
CCOC(=O)N(CC)OC(=O)Nc1ccc(Cl)cc1	5	13	3	11	-12	-2	-0.5	-21	-13	-1.5

A portion of the library; the hit share may differ from the screen's.
